GLP-1R inv ag: acts as inverse agonist at human GLP-1 receptor; HEK293 GLP-1R CRE-luciferase, luminescence, 24 h; GLP-1R form is constitutively active; Potency, µM (titrated, usually from 38.3 µM), for the others: top-dose activity change, negative = inhibition, most hits filed as inhibitors; hit rate 1.6% among 410,000; further: potency means the concentration at half of the fitted maximal effect; on the % scale 0 is the no-effect control and ±100 the full control effect; nearly all actives have a fitted effect of over 55% in size
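Inverse agonism was detected as reduced cAMP-driven luciferase luminescence after 24 h compound treatment. The cells were HEK293 clones expressing constitutively active human GLP-1R with the reporter. Reporter-only and GPR119 cell lines served as counterscreen controls.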
GLP1R cytotox: cytotoxicity counter-screen for GLP-1 receptor inverse agonists | Potency, µM (series often up to 38.3 µM), without a hit: at the highest dose activity change, negative = inhibition, usual class: inhibitors | hit rate 0.13% among 410,000 | HEK293 cAMP-luciferase reporter cells, luminescence, 24 h;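 further: loss of luciferase light is scored as toxicity; potency means the concentration at half of the fitted maximal effect; on the % scale 0 is the no-effect control and ±100 the full control effect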
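Here, cytotoxicity is scored as loss of luminescence. The MLSMR collection was tested on cells seeded in medium containing 10% Nu serum, with a 24 hr compound exposure preceded by 12 hours of culture.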
EPAC1 agonist: activates human EPAC1 exchange factor; EPAC1 agonist qHTS, biochemical assay; response scale: 100% = response to 6.5 mM cAMP; hit rate 0.073% among 360,000; O95398; Potency, µM (highest dose often 154 µM), for inactives: at the top dose activation, most hits filed as activators; further: potency means the concentration at half of the fitted maximal effect; nearly all actives have a fitted effect of over 60% in size
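Read-out is the fluorescence drop as BODIPY-GDP leaves Rap1B (480 nm excitation, 540 nm emission), recorded every 5 minutes over 30 minutes. Reactions held 100 nM EPAC1, 250 nM Rap1B–BODIPY-GDP and 50 uM GDP, with 6.5 mM cAMP setting full activation.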
PTHR1 ag: activates the human parathyroid hormone receptor PTHR1. Q03431. HEK293 GP2 PTHR1 cells, GloSensor cAMP luminescence, 1 h. Potency, µM (series often up to 115 µM), for inactives: at the highest dose activation, most hits filed as activators. hit rate 0.075% among 410,000. AID 743266; further: potency means the concentration at half of the fitted maximal effect; nearly all actives have a fitted effect of over 55% in size; some results filed as inactive show a strong effect at the top dose; inactives centre near -15; many of its hits are not listed in these tables
Target sequence (Q03431 whole entry, looked up): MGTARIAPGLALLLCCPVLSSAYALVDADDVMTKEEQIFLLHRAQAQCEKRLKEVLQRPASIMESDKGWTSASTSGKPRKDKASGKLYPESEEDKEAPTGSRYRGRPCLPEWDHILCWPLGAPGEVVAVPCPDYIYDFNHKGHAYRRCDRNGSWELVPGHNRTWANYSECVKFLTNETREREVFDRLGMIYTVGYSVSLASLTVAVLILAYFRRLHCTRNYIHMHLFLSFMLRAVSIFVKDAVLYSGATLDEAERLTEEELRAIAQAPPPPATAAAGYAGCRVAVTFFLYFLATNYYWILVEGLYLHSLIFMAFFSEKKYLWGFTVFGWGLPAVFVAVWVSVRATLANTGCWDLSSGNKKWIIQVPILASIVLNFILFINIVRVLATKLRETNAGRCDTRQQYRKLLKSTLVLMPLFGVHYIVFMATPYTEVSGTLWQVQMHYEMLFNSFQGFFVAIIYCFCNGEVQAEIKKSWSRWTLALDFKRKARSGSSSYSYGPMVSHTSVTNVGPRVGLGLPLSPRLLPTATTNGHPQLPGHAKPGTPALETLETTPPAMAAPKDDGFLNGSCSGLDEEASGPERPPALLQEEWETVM
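HEK-293-derived GP2 cells expressing PTHR1 and a GloSensor cAMP reporter, 3,000/well, plated overnight, given luciferin plus IBMX (each 0.5 mM as added) for 1 h at 37 °C, then compound for 1 h at 37 °C. Luminescence was read after 15 min at room temperature.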
IL-2 act: activates IL-2 in a cell-based reporter assay | IL-2 activation reporter assay, cell-based qHTS; stimulated with anti-CD3/CD4/CD28 beads; in transgenic mouse T cells | activation, % (series mostly up to about 46 µM) | hit rate 0.065% among 360,000; in the data active means activation above about 50%; inconclusive means mostly about 30% to 49%; further: 0% is about no effect
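EGFP and DsRed fluorescence is measured by plate cytometry in unstimulated transgenic mouse T cells exposed to compound for 60 minutes, then stimulated 18 hours at 37 degrees C with anti-CD3/anti-CD4 beads plus anti-CD28.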
GLP-1R agonist: agonists of human GLP-1 receptor; P43220; HEK293 GLP-1R CRE-luciferase, luminescence, 4-6 h; cells express a hypersensitive GLP-1R form; Potency, µM (titrated, usually from 45.6 µM), without a hit: top-dose activation, most hits filed as activators; hit rate 0.007% among 380,000; further: potency means the concentration at half of the fitted maximal effect; % of control where 0% means no effect
PI5P4Ka inh: inhibitors of human PI5P4K alpha. P48426. AID 652105. hit rate 1.2% among 330,000. max response, %. PI5P4Kalpha enzyme, ADP-Glo luminescence, 60 min; stronger effect = lower value; active means max response of -50% or lower; inconclusive means between -30% and -50%; inactive means -30% or higher; further: value at the top dose of about 77 µM; on the % scale 0 is the no-effect control and ±100 the full control effect
Target sequence (P48426 whole entry, looked up): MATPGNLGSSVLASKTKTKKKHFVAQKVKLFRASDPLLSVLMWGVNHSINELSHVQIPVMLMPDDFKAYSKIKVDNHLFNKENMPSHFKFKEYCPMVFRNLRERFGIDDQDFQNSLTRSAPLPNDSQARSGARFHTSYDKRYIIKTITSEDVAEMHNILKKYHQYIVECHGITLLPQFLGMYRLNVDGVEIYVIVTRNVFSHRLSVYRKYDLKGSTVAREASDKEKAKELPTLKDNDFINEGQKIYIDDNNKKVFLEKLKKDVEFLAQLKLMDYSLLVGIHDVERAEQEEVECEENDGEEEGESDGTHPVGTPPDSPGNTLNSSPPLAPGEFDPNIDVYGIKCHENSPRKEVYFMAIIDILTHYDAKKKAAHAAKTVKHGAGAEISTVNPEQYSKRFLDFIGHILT
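Reactions run in 0.038 M HEPES pH 7.4, 0.28 mM EGTA, 0.1% CHAPS and 5% DMSO, with PI5P4Kalpha, substrate, compound and 5 microM ATP final, one hour at room temperature. Readout is ADP-Glo luminescence.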
PLK1 PBD inh: PLK1 (human) polo-box domain binding inhibition; hit rate 2.8% among 360,000; P53350; Plk1 PBD binding of FITC phosphopeptide, fluorescence polarization; Potency, µM, inactives show max response, negative = inhibition, most hits filed as inhibitors; further: potency means the concentration at half of the fitted maximal effect; series mostly up to about 57 µM; on the % scale 0 is the no-effect control and ±100 the full control effect; nearly all actives have a fitted effect of over 65% in size
EPAC1 antag: blocks human EPAC1 exchange factor | O95398 | hit rate 0.14% among 360,000 | AID 720709 | Potency, µM (doses to about 115 µM), for inactives: at the top dose activity change, negative = inhibition, hits mostly inhibitors | EPAC1 GEF assay, Rap1b-BODIPY-GDP exchange fluorescence;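 further: potency means the concentration at half of the fitted maximal effect; plate controls were vehicle for no effect and positive control for full effect; nearly all actives have a fitted effect of over 50% in size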
Numbers without * were called inactive; i = inactive; ? = inconclusive; / = no result given; & = joins results of further samples; [ ] = remark or other dose. Unless noted, the call rests on the fitted dose curve; in most records, active means well fitted curve in the direction sought with a large enough effect; inconclusive means small, poorly fitted or top-dose-only effect, or another doubt; inactive means no such curve, though single readings can be large; an effect the other way counts as inactive or inconclusive. These rows are one share of the data; the hit share may differ from the screen's.

SMILES	GLP-1R inv ag	GLP1R cytotox	EPAC1 agonist	PTHR1 ag	IL-2 act	GLP-1R agonist	PI5P4Ka inh	PLK1 PBD inh	EPAC1 antag
Cc1cccc(C)c1NC(=O)CCCn1nc(C)c2c(C)n(-c3ccccc3)nc2c1=O	6%	-8%	-8%	-29%	1.3	-6%	1	-16%	4%
COc1cc(OC)c(/C=N/NC(=O)c2ccncc2)cc1Br	1%[7.66 µM]	-7%[7.66 µM]	13%	i	2.2	8%	-2	-6%	-21%
Cc1ncc([N+](=O)[O-])n1CCOC(=O)c1ccccc1	3%	-17%	-6%	i	0.8	1%	0	2%	4%
COCCCNC(=O)c1cccc(C(=O)NCCCOC)c1	4%	2%	14%	-68%[inhibitor]	3.1	0%	/	-14%	0%
CC(=O)NC(CC(=O)Nc1ccc(S(=O)(=O)Nc2nccs2)cc1)c1ccccc1 (stereo not drawn)	-22%	-1%	12%	i	-0.8	-17%	5	-7%	8%
O=C(CSc1nc2c(oc3ccccc32)c(=O)n1CC1CCCO1)NCc1ccccc1 (stereo not drawn)	18%	3%	-5%	-12%	-1.9	7%	6	-2%	0%
N#Cc1ccccc1OCC(=O)OCC(=O)c1c[nH]c2ccccc12	13%	5%	7%	i	-0.1	-2%	4	-1%	-16%
O=C(Nc1nc2ccc(S(=O)(=O)N3CCCC3)cc2s1)C1CCCCC1	?	?	-3%	-34%[inhibitor]	-0.1	0%	?	?	-11%
COC(=O)c1cn(C)c2ccc(S(=O)(=O)N3CC(C)CC(C)C3)cc2c1=O (stereo not drawn)	2%	1%	10%	i	-2.0	-8%	/	-11%	3%
Cc1ccccc1N(CC(=O)O)S(C)(=O)=O	3%	4%	-3%	-22%[57.5 µM]	2.4	-1%	9	-7%	-20%
Cc1ccc2[nH]c3c(=O)n(CCN4CCNCC4)cnc3c2c1	5%	1%	1%	14%[57.5 µM]	-0.7	12%	/	1%	0%
Cc1ccc(-n2c3c(c(=O)[nH]c2=O)C(NS(=O)(=O)c2ccc(Cl)cc2)(C(F)(F)F)C(=O)N3)cc1 (stereo not drawn)	-5%&1%	7%&0%	-8%	-12%	-3.0	-1%	-5	-8%	9%
CC(C)(C)NC(=O)CSc1nncn1NCc1c(Cl)cccc1Cl	0%	-4%	0%	i	1.9	0%	2	-6%	3%
Cn1c(SCC(=O)N/N=C/C=C/c2ccco2)nc2ccccc21	29%	-13%	-2%	i	0.2	1%	?	-23%	-3%
O=C(NCCc1ccccc1)c1cc(-c2ccco2)on1	51%[activator]	-8%	-5%	-24%[57.5 µM]	-4.4	-18%	/	-4%	12%
CSc1nc(N(C)NC(=O)c2ccc(Cl)cc2)c2ccccc2n1	-3%	-49%	6%	i	-4.2	1%	-4	3%	9%
Cc1ccccc1CSc1nncn1N	5%	-13%	-3%	i	-1.5	-5%	-1	-1%	9%
CSc1nc(N2CCOCC2)c2c3c(sc2n1)CCC3	-12%	-3%	0%	i	-0.2	1%	-18	-7%	-8%
CCCCN(CC)Cc1c(O)ccc2c3c(c(=O)oc12)CCC3	29%	65%[activator]	3%	-6%	-0.5	-5%	-1	3%	16%
COc1ccc(Cn2ccnc2SCC(=O)NC2CCCC2)cc1	-9%&14%	0%&0%	9%	-30%&-14%	-2.8	-1%	-18	-10%	-13%
Cc1c(NS(=O)(=O)c2cc(C(=O)NCCc3ccc(F)cc3)cc(Cl)c2Cl)c(=O)n(-c2ccccc2)n1C	11%	-4%	-430%[inhibitor]	i	2.5	-16%	-6	-6%	75%[activator]
COc1ccc(C2(c3ccc(OC)cc3)NC(=O)N(Cn3nnc4ccccc4c3=O)C2=O)cc1	?	-6%	-5%	-17%	-0.1	-1%	0	?	-1%
CC(C)Cn1c(C23CC4CC(CC(C4)C2)C3)n[nH]c1=S	?	-25%	-4%	-67%[inhibitor]	0.6	-2%	-6	2%	15%
CCc1ccc(/C=C2/C(=O)N(C)C(=S)N2CC(=O)OC)s1	-13%	-27%	3%	-9%	7.2	8%	2	?	31%[activator]
COc1cccc(NC(=O)Nc2cc(-c3cn4cccnc4n3)ccc2OC)c1	-21%	-10%	/	-2%	/	7%	/	/	/
COc1ccc(S(=O)(=O)Nc2cc(C(=O)NC3CCCCCC3)ccc2N2CCOCC2)cc1	-20%	-6%	11%	i	1.7	1%	/	-10%	-12%
O=C(CSc1n[nH]c(=O)n1C1CC1)c1ccc(F)cc1	-1%	2%	6%	i	0.1	5%	1	-5%	3%
O=C1CN(C(=O)CNCc2ccc(Cl)cc2)c2ccccc2N1	0%	-21%	3%	-4%	-4.3	-1%	-8	-10%	14%
Cc1ccc(C(=O)NCc2ccncc2)cc1S(=O)(=O)N1CCOCC1	4%	-8%	15%	2%	-2.6	-1%	2	4%	-9%
CSc1nc2sc3c(c2c(=O)n1C)CCC3	22%	4%	16%	-22%	-0.7	15%	3	-9%	8%
COc1cccc(NC(=O)Nc2nnc([C@@H]3C[C@H](O)[C@@H](CO)O3)s2)c1	?	5%	2%	-13%	0.6	-8%	0	6%	9%
CCn1c(O)c(C(C#N)=C2N=c3ccccc3=N2)c2ccccc21	0%	-9%	-9%	i	0.7	4%	/	-5%	12%
CC(C)(C)C(=O)Nc1ccc(/C=C/C(=O)c2ccco2)cc1	?	1%	7%	-44%[inhibitor]	-0.7	-20%	6	-13%	-21%
O=C(Oc1ccccc1C(=O)Oc1ccccc1)c1cccnc1	?	-23%	4%	-9%	0.4	5%	1	2%	-2%
CC(Oc1ccccc1Cl)C(=O)Nc1ccc(S(=O)(=O)Nc2nccs2)cc1 (stereo not drawn)	86%[activator]	-2%	3%	-49%[inhibitor]	-0.4	13%	3	-23%	-17%
CCOC(=O)NN1C(=O)c2ccccc2NC1c1ccccc1 (stereo not drawn)	13%	3%	-7%	i	-3.2	-5%	1	2%	-25%
CCCCn1nc2cc(C(=O)NC3CCCc4ccccc43)ccc2c1OCC (stereo not drawn)	?	1%	2%	-13%	0.0	7%	1	1%	-7%
CN(C)c1ccc(CNC2C3CC4CC(C3)CC2C4)cc1 (stereo not drawn)	-5%	4%	8%	-4%[57.5 µM]	-0.3	4%	/	-8%	-2%
COc1ccc(N2CCn3c2nc2c3c(=O)n(CCCc3ccccc3)c(=O)n2C)c(OC)c1	4%	6%	11%	-72%[inhibitor][57.5 µM]	-3.5	3%	/	-3%	-14%
CNC(=S)NNC(=O)c1cccn(Cc2cccc(C(F)(F)F)c2)c1=O	43%[activator]	9%	-13%	i	-3.3	0%	-4	0%	-15%
COc1ccc(NC(=O)CS(=O)(=O)c2cn(CC(=O)N3CCCC3)c3ccccc23)c(OC)c1	-17%	8%	3%	i	-0.1	0%	3	3%	3%
O=C(O)c1ccc(S(=O)(=O)c2ccc3c(c2)C(=O)N(NC(=O)c2ccncc2)C3=O)cc1	55%[activator]	-5%	12%	0%	-1.3	-3%	1	-7%	5%
CCOc1cc(C(=O)Nc2ccc(-c3nnc4n3CCCCC4)cc2)cc(OCC)c1OCC	-13%	-6%	/	-10%	/	4%	/	/	/
CC1(C)CC(=O)C2=C(C1)N=C1SCCC(=O)N1C2c1ccccc1 (stereo not drawn)	5%	4%	7%	i	-1.8	2%	/	-12%	7%
Cc1cccc(C(=O)NC(=S)Nc2ccc(S(=O)(=O)N3CCCCC3)cc2)c1	-27%	-9%	7%	-19%	-3.3	-13%	2	?	-6%
CCOC(=O)C1=C(CN2CCSCC2)NC(=O)NC1c1cc(C)ccc1C (stereo not drawn)	0%	-8%	-14%	-11%[57.5 µM]	-3.9	2%	/	1%	5%
CC(=O)Nc1ccc(NC=C(C#N)C#N)cc1	-15%	-49%	3%	-15%	3.1	5%	1	-9%	-1%
O=C(Nc1cccc(Cl)c1)c1nc[nH]c1C(=O)NCCCCNC(=O)c1[nH]cnc1C(=O)Nc1cccc(Cl)c1	-5%	7%	6%	-8%	0.5	-2%	6	-1%	6%
Cc1ccccc1S(=O)(=O)NC(=O)C1(C)CCN1C(=O)CC1CCCCC1 (stereo not drawn)	9%	2%	-12%	-18%	-0.1	-3%	-1	1%	7%
CCCN1C(=O)/C(=N\OCC(=O)Nc2ccc(C(C)C)cc2)c2ccccc21	?	-8%	2%	-11%	0.5	13%	-2	-12%	?
CN(C(=O)Nc1ccc(Cl)c(Cl)c1)c1ccccc1C(=O)O	-1%	11%	6%	i	-0.1	-2%	0	-6%	-8%

Quoted at random: five records from the list.
SMILES	GLP-1R inv ag	GLP1R cytotox	EPAC1 agonist	PTHR1 ag	IL-2 act	GLP-1R agonist	PI5P4Ka inh	PLK1 PBD inh	EPAC1 antag
COc1ccc(NC(=O)CS(=O)(=O)c2cn(CC(=O)N3CCCC3)c3ccccc23)c(OC)c1	-17%	8%	3%	i	-0.1	0%	3	3%	3%
Cc1cccc(C(=O)NC(=S)Nc2ccc(S(=O)(=O)N3CCCCC3)cc2)c1	-27%	-9%	7%	-19%	-3.3	-13%	2	?	-6%
CN(C(=O)Nc1ccc(Cl)c(Cl)c1)c1ccccc1C(=O)O	-1%	11%	6%	i	-0.1	-2%	0	-6%	-8%
Cc1ccccc1S(=O)(=O)NC(=O)C1(C)CCN1C(=O)CC1CCCCC1 (stereo not drawn)	9%	2%	-12%	-18%	-0.1	-3%	-1	1%	7%
CC1(C)CC(=O)C2=C(C1)N=C1SCCC(=O)N1C2c1ccccc1 (stereo not drawn)	5%	4%	7%	i	-1.8	2%	/	-12%	7%
